Abeta rescue: restores growth of yeast expressing A-beta42 peptide. yeast expressing A-beta42, growth rescue, OD600, 48 h; response scale: 0% DMSO, 100% iron-clioquinol control. Potency, µM (top dose mostly 46.1 µM), without a hit: top-dose growth rescue, hits mostly activators. hit rate 0.063% among 410,000; further: potency means the concentration at half of the fitted maximal effect; nearly all actives have a fitted effect of over 55% in size
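Yeast A-beta toxicity model in growth medium with pinned compounds, 48 h at 30 C; growth read as absorbance at 600 nm. Normalized to FeCl3/clioquinol equimolar mix (positive) and DMSO (negative).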
HEK293 tox: cytotoxic in the GLP-1 receptor inverse agonist counter-screen. HEK293 cAMP-luciferase reporter cells, luminescence, 24 h. Potency, µM (doses to about 38.3 µM), for the others: at the highest dose activity change, negative = inhibition, most hits filed as inhibitors. hit rate 0.13% among 410,000;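 further: loss of luciferase light is scored as toxicity; potency means the concentration at half of the fitted maximal effect; on the % scale 0 is the no-effect control and ±100 the full control effect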
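Step one: seed cells (200 cells/uL, DMEM with 10% Nu serum, 1% pen-strep). Step two: 12-hour incubation at 37 deg C. Step three: pin 23 nL compound, incubate 24 hr. Step four: add luciferase reagent, read luminescence 12 min later.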
PTHR1 ag: activates the human parathyroid hormone receptor PTHR1; HEK293 GP2 PTHR1 cells, GloSensor cAMP luminescence, 1 h; AID 743266; hit rate 0.075% among 410,000; Potency, µM (highest dose often 115 µM), for the others: top-dose activation, most hits filed as activators; further: potency means the concentration at half of the fitted maximal effect; nearly all actives have a fitted effect of over 55% in size; some results filed as inactive show a strong effect at the top dose; inactives centre near -15; many of its hits are not listed in these tables
Target sequence (Q03431 whole entry, looked up): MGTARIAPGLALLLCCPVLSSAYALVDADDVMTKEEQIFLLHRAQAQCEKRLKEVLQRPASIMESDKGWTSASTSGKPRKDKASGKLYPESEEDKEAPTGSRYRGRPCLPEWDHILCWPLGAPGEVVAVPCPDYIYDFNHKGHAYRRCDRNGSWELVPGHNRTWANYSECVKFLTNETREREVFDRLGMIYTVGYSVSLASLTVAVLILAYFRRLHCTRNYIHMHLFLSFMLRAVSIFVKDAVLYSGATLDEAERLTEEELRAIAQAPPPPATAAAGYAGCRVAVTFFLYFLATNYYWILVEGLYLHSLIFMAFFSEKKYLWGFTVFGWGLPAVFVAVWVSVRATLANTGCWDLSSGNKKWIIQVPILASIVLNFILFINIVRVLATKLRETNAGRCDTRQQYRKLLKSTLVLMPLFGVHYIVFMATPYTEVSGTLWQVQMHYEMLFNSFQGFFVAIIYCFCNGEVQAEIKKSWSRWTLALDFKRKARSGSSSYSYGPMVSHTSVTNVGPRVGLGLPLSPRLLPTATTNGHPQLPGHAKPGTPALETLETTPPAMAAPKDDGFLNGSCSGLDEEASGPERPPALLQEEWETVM
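HEK-293-derived GP2 cells expressing PTHR1 and a GloSensor cAMP reporter, 3,000/well, plated overnight, given luciferin plus IBMX (each 0.5 mM as added) for 1 h at 37 °C, then compound for 1 h at 37 °C. Luminescence was read after 15 min at room temperature.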
FUS yeast rescue: FUS proteinopathy suppression in yeast; Potency, µM (top dose mostly 76.6 µM), for inactives: at the top dose growth rescue (activation), hits mostly activators; hit rate 0.24% among 390,000; AID 1347120; S. cerevisiae FUS-expressing, growth rescue, OD600, 24 h;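 further: potency means the concentration at half of the fitted maximal effect; plate controls were DMSO vehicle for no effect and reference control for full effect; nearly all actives have a fitted effect of over 55% in size; some results filed as inactive show a strong effect at the top dose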
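Read-out: OD at 600 nm after 24hr at 30C, reporting rescue of FUS-induced yeast toxicity. Cells at OD 0.005 in galactose (2%) minimal medium; compounds tested in a dilution series; CP55940 titration from 92uM final as control.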
Akt phos inh: blocks phosphorylation of Akt | hit rate 0.32% among 360,000 | activity change, % for hits at 50 µM | Neuro2A IGF-stimulated pAkt S473 HTRF, 20 min; hits give low values; in the data active means activity change below about -80%; inconclusive means mostly about -51% to -80%; further: on the % scale 0 is the no-effect control and ±100 the full control effect
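Neuro2A cells in DMEM with 0.5% FBS, overnight at 37 deg C, given compound at single 50 µM final, then IGF (6 nM final) for 20 min at 37 deg C. Lysed; phospho-Akt Ser473 by HTRF after 24 h, 665/615 ratio.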
aSyn rescue: rescues yeast growth from alpha-synuclein toxicity | AID 652106 | Potency, µM (doses to about 46.1 µM), without a hit: at the highest dose growth rescue (activation), usual class: activators | hit rate 0.14% among 370,000 | Yeast expressing alpha-synuclein, growth rescue, BacTiter-Glo, 24 h; further: potency means the concentration at half of the fitted maximal effect; % of control where 0% means no effect; nearly all actives have a fitted effect of over 65% in size
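Rescue of yeast growth: cells expressing toxic alpha-synuclein, induced in galactose at OD600 0.02, incubated with compound 24 h at 30 C. ATP luminescence quantified growth; inhibitors of toxicity appear as activators.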
TDP-43 yeast inh: inhibitors of TDP-43 toxicity in yeast; Potency, µM (doses to about 46.1 µM), for the others: at the highest dose growth rescue (activation), usual class: activators; TDP-43 expressing yeast growth rescue, BacTiter-Glo, 24 h; hit rate 1.8% among 410,000; further: potency means the concentration at half of the fitted maximal effect; % of control where 0% means no effect; nearly all actives have a fitted effect of over 50% in size
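Galactose-induced TDP-43 yeast, OD600=0.02, compound pinned; 24 hr, 30 deg C; BacTiter-Glo luminescence for growth. Inhibitors of TDP-43 toxicity read as activators.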
MmCpn inh: M. maripaludis TRiC chaperonin inhibition; hit rate 0.031% among 330,000; purified Mm-Cpn ATPase, ADP Transcreener TR-FRET; Potency, µM (series often up to 76.9 µM), without a hit: at the highest dose activity, negative = inhibition, hits mostly inhibitors; further: potency means the concentration at half of the fitted maximal effect; on the % scale 0 is the no-effect control and ±100 the full control effect; nearly all actives have a fitted effect of over 80% in size
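Eu-cryptate anti-ADP/ADP-d2 competition gives a ratio inversely related to ADP. Enzyme at 25 nM was pre-exposed to compound for 10 min, then given 10 uM ATP for 30 min, 37°C throughout.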
GLP-1R inv ag: GLP-1 receptor (human) inverse agonism; AID 624417; hit rate 1.6% among 410,000; HEK293 GLP-1R CRE-luciferase, luminescence, 24 h; GLP-1R form is constitutively active; Potency, µM (doses to about 38.3 µM), for the others: at the top dose activity change, negative = inhibition, hits mostly inhibitors; P43220; further: potency means the concentration at half of the fitted maximal effect; on the % scale 0 is the no-effect control and ±100 the full control effect; nearly all actives have a fitted effect of over 55% in size
Target sequence (P43220 whole entry, looked up): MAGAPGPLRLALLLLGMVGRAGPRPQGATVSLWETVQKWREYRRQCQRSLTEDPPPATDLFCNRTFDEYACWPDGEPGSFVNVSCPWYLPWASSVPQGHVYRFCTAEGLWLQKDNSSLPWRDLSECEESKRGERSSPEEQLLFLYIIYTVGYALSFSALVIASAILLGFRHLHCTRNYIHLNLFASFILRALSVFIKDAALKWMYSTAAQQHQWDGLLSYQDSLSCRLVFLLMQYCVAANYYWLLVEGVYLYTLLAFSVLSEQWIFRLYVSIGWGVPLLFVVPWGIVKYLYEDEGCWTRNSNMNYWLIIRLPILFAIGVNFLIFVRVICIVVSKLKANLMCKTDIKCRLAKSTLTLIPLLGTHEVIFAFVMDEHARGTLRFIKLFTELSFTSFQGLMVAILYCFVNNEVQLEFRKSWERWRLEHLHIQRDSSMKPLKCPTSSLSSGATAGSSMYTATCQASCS
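Assay principle: reduced luminescence from a cAMP-responsive reporter in HEK293 cells co-expressing a constitutively active GLP-1R. Conditions: 24 hr compound incubation, 37 deg C, 5% CO2.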
Numbers without * were called inactive; i = inactive; ? = inconclusive; nt = not tested or not shown; & = joins results of further samples; [ ] = another dose, or the depositor's remark. Unless noted, the call rests on the fitted dose curve; in most records, active means well fitted curve in the direction sought with a large enough effect; inconclusive means small, poorly fitted or top-dose-only effect, or another doubt; inactive means no such curve, though single readings can be large; an effect the other way counts as inactive or inconclusive.

1: CCOC(=O)C1=C(C)N=c2s/c(=C3/C(=O)Nc4ccccc43)c(=O)n2C1c1ccc(C)cc1 (configuration not stated)
2: CCOC(=O)c1oc2nc(CC(C)C)c3c(c2c1N)CCC3
3: CCCn1cc(NC(=O)C2CC(c3cccc(Br)c3)=NO2)cn1 (configuration not stated)
4: COc1cccc(CC2(CO)CCCN(Cc3cnn(-c4ccccc4)c3)C2)c1 (configuration not stated)
5: COc1cc(C2NC(=O)NC(C)=C2C(=O)OCc2ccc(C)cc2)cc(OC)c1OC (configuration not stated)
6: CN(C)CCOc1cccc(Cl)c1
7: Cc1ccc(C23CC4CC(CC(CC(=O)N5CCOCC5)(C4)C2)C3)cc1
8: CCOc1ccc(N2C(=O)CC(N3CCN(C(=O)CN4CCCC4)CC3)C2=O)cc1 (configuration not stated)
Assay by compound	1	2	3	4	5	6	7	8
Abeta rescue	-11%	16%	26%	3%	8%	17%	-4%	-4%
HEK293 tox	-28%	-15%	-23%	8%	-13%	6%	0%	21%
PTHR1 ag	-3%	i	i	-11%	-19%	i	?	-16%[57.5 µM]
FUS yeast rescue	?	19%	6%	-22%	12%	nt	?	-14%
Akt phos inh	i	i	i	i	i	i	i	i
aSyn rescue	-2%	8%	5%	-4%	8%	0%	12%	-1%
TDP-43 yeast inh	-7%	-11%	?	19%	17%	-15%	9%	-15%
MmCpn inh	0%	-1%	1%	-1%	0%	1%	-2%	0%
GLP-1R inv ag	-3%	-6%	-5%	?	-16%	10%	?	12%

9: O=c1ccc(-c2ccc(S(=O)(=O)N3CCCCC3)o2)n[nH]1
10: Cc1nnsc1C(=O)NNC(=O)c1cccc2ccccc12
11: N#Cc1nc(Cc2ccccc2)oc1NCc1ccccc1
12: CCOc1ccc(OCC)c(NC(=O)c2ccc(-c3ccccc3)s2)c1
13: O=C(COc1cccc(Cl)c1Cl)NC1CC1
14: COCCN(C(=O)CC1C(=O)NCCN1CC(c1ccccc1)c1ccccc1)C(C)C (configuration not stated)
15: O=C(C1CC1)N1CCc2cc(S(=O)(=O)NCCCN3CCCCC3)ccc21
16: C=CCOc1ccccc1/C=c1\sc2nc(=O)c(C)nn2c1=O
Assay by compound	9	10	11	12	13	14	15	16
Abeta rescue	nt	7%	-9%	0%	0%	-2%	1%	-13%
HEK293 tox	5%	19%	-8%	1%	-7%	3%	-1%	-13%
PTHR1 ag	i	i	-17%	-16%	i	-2%	16%	i
FUS yeast rescue	-12%	20%	-17%	-3%	-22%	5%	15%	36%
Akt phos inh	i	i	i	nt	i	i	i	i
aSyn rescue	-4%	-2%	-8%	nt	-7%	-5%	-2%	?
TDP-43 yeast inh	4%	-18%	18%	11%	?	13%	7%	-12%
MmCpn inh	0%	1%	-1%	nt	-5%	-1%	3%	-2%
GLP-1R inv ag	20%	5%	?	15%	14%	2%	?	0%

Four entries from above, with each value named:
(9) O=c1ccc(-c2ccc(S(=O)(=O)N3CCCCC3)o2)n[nH]1
  Abeta rescue = nt | HEK293 tox = 5% | PTHR1 ag = i | FUS yeast rescue = -12% | Akt phos inh = i | aSyn rescue = -4% | TDP-43 yeast inh = 4% | MmCpn inh = 0% | GLP-1R inv ag = 20%
(12) CCOc1ccc(OCC)c(NC(=O)c2ccc(-c3ccccc3)s2)c1
  Abeta rescue = 0% | HEK293 tox = 1% | PTHR1 ag = -16% | FUS yeast rescue = -3% | Akt phos inh = nt | aSyn rescue = nt | TDP-43 yeast inh = 11% | MmCpn inh = nt | GLP-1R inv ag = 15%
(13) O=C(COc1cccc(Cl)c1Cl)NC1CC1
  Abeta rescue = 0% | HEK293 tox = -7% | PTHR1 ag = i | FUS yeast rescue = -22% | Akt phos inh = i | aSyn rescue = -7% | TDP-43 yeast inh = ? | MmCpn inh = -5% | GLP-1R inv ag = 14%
(10) Cc1nnsc1C(=O)NNC(=O)c1cccc2ccccc12
  Abeta rescue = 7% | HEK293 tox = 19% | PTHR1 ag = i | FUS yeast rescue = 20% | Akt phos inh = i | aSyn rescue = -2% | TDP-43 yeast inh = -18% | MmCpn inh = 1% | GLP-1R inv ag = 5%

Other entries:
17: CCOC(=O)c1cc(-c2ccccc2)n(CCC(=O)Nc2nc3c(C)cccc3s2)c1C
18: CC(C)C(=O)Nc1nc2c(c(=O)[nH]1)CCCC2
19: CCCC(=O)N1N=C(c2ccccc2)CC1c1cn(C)c2ccccc12 (configuration not stated)
20: COC(=O)C1=C(C)NC2=C(C(=O)CCC2)C1c1ccc(-c2ccsc2C(=O)OC)o1 (configuration not stated)
21: CC(=O)N(Cc1cccc(Br)c1)c1ccc(N2CCOCC2)c(Cl)c1
22: CSc1ccc(CN(C)CC(=O)Nc2c(F)cccc2F)cc1
23: CCCCn1c(SCC(=O)Nc2nnc(CC)s2)nc2c1c(=O)n(C)c(=O)n2C
24: Cc1ccc(NC(=O)c2cnn3c(C(F)F)cc(-c4ccccc4)nc23)cc1F
Assay by compound	17	18	19	20	21	22	23	24
Abeta rescue	-9%	-13%	3%	6%	-7%	-7%	4%	2%
HEK293 tox	-15%	5%	14%	-4%	-8%	22%	0%	1%
PTHR1 ag	i	i	i	-5%	-53%[inhibitor]	-24%	-13%	-7%
FUS yeast rescue	40%	34%	nt	44%	21%	5%	5%	-13%
Akt phos inh	nt	i	i	i	i	i	i	nt
aSyn rescue	nt	-6%	7%	4%	14%	-3%	3%	nt
TDP-43 yeast inh	22%	-6%	?	12%	?	10%	-24%	22%
MmCpn inh	nt	-1%	-1%	-10%	-1%	-1%	-2%	nt
GLP-1R inv ag	?	10%	?	17%	?	-27%	5%	4%

25: CCCCN(C(=O)C1=NN(c2ccccc2)C(=O)CC1)c1c(N)n(CCC)c(=O)[nH]c1=O
26: COc1ccc(CC(=O)NNC(=O)c2ccccc2)cc1OC
27: Cc1ccsc1C(=O)N1CCC1(C)C(=O)NCc1cccnc1 (configuration not stated)
28: C#CCOCCOCCOCCNc1nc(N2CCOCC2)nc(N2CCN(C(=O)[C@H](CO)n3cc([C@@H](N)C(C)C)nn3)CC2)n1
29: CC(C)C(=O)Nc1cccc(C(=O)Nc2cc([N+](=O)[O-])ccc2Cl)c1
30: COc1ccc(CCN2CC(C(=O)NCCc3cccc(F)c3)CCC2=O)cc1 (configuration not stated)
31: COc1ccc(CNC(=O)c2nnn(CC(=O)Nc3cc(C)cc(C)c3)c2N)cc1
32: Cc1cc(NC(=O)CSc2nc3c(sc4ccccc43)c(=O)n2CCCN2CCOCC2)n[nH]1
Assay by compound	25	26	27	28	29	30	31	32
Abeta rescue	2%	-19%	-10%	2%	-1%	6%	0%&3%	-2%
HEK293 tox	5%	0%	6%	-15%	-14%	5%	2%&-5%	5µM*
PTHR1 ag	-47%[inhibitor]	21%	-17%	-24%	i	-8%	0%&-3%	i
FUS yeast rescue	13%	-13%	13%	-16%	-27%	0%	-7%&-12%	6%
Akt phos inh	i	i	i	i	i	i	i	i
aSyn rescue	2%	-6%	-6%	-1%	-5%	-7%	-3%	3%
TDP-43 yeast inh	9%	-1%	17%	21%	12%	-17%	12%&8%	25%
MmCpn inh	1%	1%	nt	-2%	1%	-1%	-1%	-2%
GLP-1R inv ag	8%	9%	4%	5%	11%	-6%	-4%&-2%	0%

33: COc1ccc(CNC(=O)c2ccc3c(c2)N=C(C)c2c(C)ccc(C)c2S3)cc1
34: COc1ccc(C(CC(=O)O)N2Cc3ccccc3C2=O)cc1OC (configuration not stated)
35: COc1ccc(N2C(=NC(=O)c3ccccc3)SC3CS(=O)(=O)CC32)cc1 (configuration not stated)
36: COc1ccc(-c2nc(CN3CCC(C(=O)N4CCOCC4)CC3)c(C)o2)c(OC)c1
37: Cc1ccc(C)c(NC(=O)C2(C)CCN2C(C)C)c1 (configuration not stated)
38: CCCCCc1nnc(NC(=O)OCCC)s1
39: O=C(OCC(=O)N1CCCCC1)c1c[nH]c(=O)[nH]c1=O
40: Cc1ccc(S(=O)(=O)N(C)c2c(C)ccc(S(=O)(=O)N3CCN(C)CC3)c2C)cc1
Assay by compound	33	34	35	36	37	38	39	40
Abeta rescue	-14%	-1%	-25%	14%	-6%	-24%	0%	8%
HEK293 tox	-24%	-4%	4%	4%	6%	-7%	69%[activator]	-1%
PTHR1 ag	-2%	i	13%	i	-20%	i	i	-17%
FUS yeast rescue	?	-21%	-4%	9%	-17%	5%	-22%	nt
Akt phos inh	nt	i	i	i	i	i	i	i
aSyn rescue	12%	5%	-3%	-2%	0%	-4%	2%	-1%
TDP-43 yeast inh	13µM*	4%	0%	5%	11%	?	6%	-2%
MmCpn inh	nt	2%	-1%	-2%	nt	-3%	-2%	1%
GLP-1R inv ag	?	17%	38%[activator]	18%	8%	4%	12%	-12%

41: O=C(c1ccc2c(c1)[nH]c(=S)n1c3ccccc3nc21)N1CCN(c2cccc(Cl)c2)CC1
42: O=C(OCCN=C1NS(=O)(=O)c2ccccc21)C1CC(=O)N(c2ccc3ccccc3c2)C1 (configuration not stated)
43: O=C(NCCCN1CCOCC1)c1cc(-c2ccccc2)nc2ccccc12
44: CCCOc1ccc(/C=C/C(=O)O)cc1OC
Assay by compound	41	42	43	44
Abeta rescue	2%	13%	3%	6%
HEK293 tox	-7%[7.66 µM]	2%	1%	-15%
PTHR1 ag	-13%	i	-13%	i
FUS yeast rescue	8%	-1%	7%	-1%
Akt phos inh	i	i	i	i
aSyn rescue	1%	10%	4%	-8%
TDP-43 yeast inh	9%	3%	15%	-14%[0.397 µM]
MmCpn inh	-1%	0%	1%	0%
GLP-1R inv ag	-22%[7.66 µM]	-2%	-2%	?

Compound activity (PubChem)

The list is partial; rates above refer to the full screens.
